# High-throughput results (PubChem)
# bub3 – NCI yeast anticancer drug screen, S. cerevisiae bub3 mutant strain. AID 167, 2004. % growth inhibition at 50 µM. actives 9.9% (n = 78,000);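 note: 0% = growth of vehicle-only cultures of the same strain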
#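 Readout: yeast growth inhibition, expressed relative to vehicle-only wells. The test organism is a mutant strain from a panel with lesions in DNA repair or checkpoint genes.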
# yeast mec2-1 – NCI yeast anticancer drug screen, S. cerevisiae mec2-1 strain. % growth inhibition at 50 µM. actives 9% (n = 79,000);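 note: 0% = growth of vehicle-only cultures of the same strain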
#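 Vehicle-treated cultures served as reference for growth inhibition of compound-exposed mec2-1 yeast.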
# yeast mlh1 rad18 – NCI yeast anticancer drug screen, S. cerevisiae mlh1 rad18 strain. AID 175, 2004. actives 11% (n = 79,000). growth inhibition, % at 50 µM;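 note: 0% = growth of vehicle-only cultures of the same strain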
#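 Steps: expose repair-defective yeast to compound; measure growth; express inhibition against vehicle-treated controls.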
# yeast rad50 – NCI yeast anticancer drug screen, S. cerevisiae rad50 strain; % growth inhibition at 50 µM; actives 10% (n = 79,000); AID 155, 2004;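 note: 0% = growth of vehicle-only cultures of the same strain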
#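 Genetically altered yeast (DNA repair pathway); compound treatment; growth inhibition vs vehicle ctrl.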
# cln2 rad14 – NCI yeast anticancer drug screen, S. cerevisiae cln2 rad14 strain | growth inhibition, % at 50 µM | actives 8.3% (n = 78,000);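 note: 0% = growth of vehicle-only cultures of the same strain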
#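 Test compounds were added to cln2 rad14 yeast cultures; inhibition of growth was then determined by comparison with vehicle treatment.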
# yeast sgs1 mgt1 – NCI yeast anticancer drug screen, S. cerevisiae sgs1 mgt1 strain | actives 10% (n = 78,000) | AID 161, 2004 | growth inhibition, % at 50 µM;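 note: 0% = growth of vehicle-only cultures of the same strain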
#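 Test agents were incubated with a DNA-repair-mutant yeast strain. Growth was then read and compared against vehicle-treated controls.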
# Active calls of the source: *. Cut-off read from the data, not from the text of the source: active = growth inhibition above about 70%; inactive = the rest.
# The opening 17 compounds as a preview:
SMILES,bub3,yeast mec2-1,yeast mlh1 rad18,yeast rad50,cln2 rad14,yeast sgs1 mgt1
COC(=O)C1CCC[P+]1(C)C (centres undefined),56,42,39,47,14,46
CC(C)OP(=O)(CCC(=O)C1(O)CCC2C3CCC4=CC(=O)CCC4(C)C3CCC21C)OC(C)C (centres undefined),1,4,-9,11,3,10
CCCNS(C)(=O)=O,11,1,4,7,3,10
O=C(CC(=O)C(F)(F)F)Nc1cccc2ccccc12,0,-3,1,7,-84,11
NNc1nc2cc(Cl)ccc2o1,8,-4,-6,1,-2,16
Cc1cc(Cl)nc(Cl)c1C#N,4,13,6,13,3,6
COC(=O)Cc1cc(=O)c2cc(C)ccc2[nH]1,-14,4,-1,1,-30,-3
N#Cc1[nH]c(=S)[nH]c1N,12,-8,-41,4,6,3
Cc1ccc(O)c(C(C)(C)c2ccccc2)c1,100*,100*,99*,100*,99*,100*
CCOC(=O)C(NC(=O)CC)(Nc1ccccc1F)C(F)(F)F (centres undefined),-26,-14,-44,-32,-6,-35
O=C(O)c1cccc(N2C(=O)C=CC2=O)c1,28,42,23,24,-2,37
Nc1nc(N)c(N=Nc2ccc(Cl)cc2Cl)c(=O)[nH]1,15,-3,3,19,16,-6
CCCCCCCCCCCCCCCCCCCCCCCCSC(=N)N,-6,0,13,11,26,16
COC(=O)C1CC=C(C)CC1 (centres undefined),3,-33,3,16,-6,-8
c1ccc2c(c1)oc1cc3ccncc3cc12,96*,86*,95*,97*,92*,95*
CCC(=O)N1CCOCC1,21,3,12,-6,10,-4
N=c1ccccn1CC(O)COc1cccc([N+](=O)[O-])c1 (centres undefined),10,3,4,7,-6,8

# All compounds of this part, previewed entries included:
SMILES,bub3,yeast mec2-1,yeast mlh1 rad18,yeast rad50,cln2 rad14,yeast sgs1 mgt1
COC(=O)C1CCC[P+]1(C)C (centres undefined),56,42,39,47,14,46
CC(C)OP(=O)(CCC(=O)C1(O)CCC2C3CCC4=CC(=O)CCC4(C)C3CCC21C)OC(C)C (centres undefined),1,4,-9,11,3,10
CCCNS(C)(=O)=O,11,1,4,7,3,10
O=C(CC(=O)C(F)(F)F)Nc1cccc2ccccc12,0,-3,1,7,-84,11
NNc1nc2cc(Cl)ccc2o1,8,-4,-6,1,-2,16
Cc1cc(Cl)nc(Cl)c1C#N,4,13,6,13,3,6
COC(=O)Cc1cc(=O)c2cc(C)ccc2[nH]1,-14,4,-1,1,-30,-3
N#Cc1[nH]c(=S)[nH]c1N,12,-8,-41,4,6,3
Cc1ccc(O)c(C(C)(C)c2ccccc2)c1,100*,100*,99*,100*,99*,100*
CCOC(=O)C(NC(=O)CC)(Nc1ccccc1F)C(F)(F)F (centres undefined),-26,-14,-44,-32,-6,-35
O=C(O)c1cccc(N2C(=O)C=CC2=O)c1,28,42,23,24,-2,37
Nc1nc(N)c(N=Nc2ccc(Cl)cc2Cl)c(=O)[nH]1,15,-3,3,19,16,-6
CCCCCCCCCCCCCCCCCCCCCCCCSC(=N)N,-6,0,13,11,26,16
COC(=O)C1CC=C(C)CC1 (centres undefined),3,-33,3,16,-6,-8
c1ccc2c(c1)oc1cc3ccncc3cc12,96*,86*,95*,97*,92*,95*
CCC(=O)N1CCOCC1,21,3,12,-6,10,-4
N=c1ccccn1CC(O)COc1cccc([N+](=O)[O-])c1 (centres undefined),10,3,4,7,-6,8
C[C@@H]1C(=O)CC2(O)[C@@]13C[C@@H](OC(=O)[C@@H]3O)[C@@H](C)[C@@]21COC1=O (some centres undefined),-28,14,-47,14,-7,-21
CCN(CC)CCN(C)CC(C)(C)C(=O)/C=C/c1ccccc1,-31,2,10,1,0,3
Oc1ccc(-c2ccccc2)cc1O,47,82*,81*,76*,2,89*
CCN(CC)CCCC(C)Nc1ncnc(Cl)c1C(=C(C)C)c1ccccc1 (centres undefined),8,18,34,46,21,32
NC1=NOC(=O)C1Cc1ccccc1 (centres undefined),-7,8,16,2,77*,2
CCc1ccccc1OCc1ccccc1,1,12,2,18,7,14
CN(C)CCC(/C=C/c1ccccc1)=N\Nc1ccc(Cl)cc1Cl,99*,100*,100*,99*,99*,99*
O=C(/C=N/O)Nc1cccc(Cl)c1I,13,-5,10,18,3,30
CC(=O)Nc1ccc2oc(=O)[nH]c(=O)c2c1,-19,-15,-1,11,10,6
CC(C)(CO)NS(=O)(=O)c1ccc(N)cc1,-5,1,-6,-19,-22,-6
CC1=C(C#N)C(=O)OC1(C)C1CCCC(=O)C1 (centres undefined),2,-1,-4,-25,-3,-11
Cc1cc(C)c(/C=C\C(=O)c2ccccc2)c(C)c1,6,-8,-16,10,-38,-4
Cc1ccc(/C=C2\CCCc3ccccc3C2=O)cc1,72*,8,55,51,11,56
CCCCCCCCCCCCCCCCn1/c(=N\N=O)sc2ccccc21,0,-18,0,-10,12,-8
Cn1c(=O)c2c(ncn2CCNC(c2ccccc2)c2cccc(Cl)c2)n(C)c1=O (centres undefined),1,-8,13,6,-8,4
CC1=C(CO)C(=O)O[C@@H]([C@@H](C)[C@H]2CC[C@H]3[C@@H]4C[C@@H](O)[C@@]5(O)CC=CC(=O)[C@]5(C)[C@H]4CC[C@]23C)C1,-36,-7,-77,-6,-10,-18
Cc1cccc2nc3nc(Cl)c(Cl)nc3n12,51,50,91*,76*,52,65
CC(=O)Oc1ccc2ccccc2c1,-18,-6,-5,-5,-32,-8
N=c1ccc([N+](=O)[O-])cn1O,-3,12,2,13,-42,-2
COC(=O)c1c(C(=O)OC)c(C(=O)OC)c2c([nH]c3ccccc32)c1C(=O)OC,-7,-7,13,7,14,-24
c1ccc2sc(SSN3CCOCC3)nc2c1,86*,89*,94*,94*,96*,67
NC(N)=Nc1ccc2ccccc2c1,2,0,-4,5,4,-2
CSc1nc2c(nc(C)c(=O)n2C2OCC(OC(C)=O)C(OC(C)=O)C2OC(C)=O)c(=O)[nH]1 (centres undefined),7,14,2,-3,-28,4
Cc1cccc(N=Nc2ccc(O)cc2)c1,99*,100*,99*,100*,99*,99*
C=C1C(=O)OC2/C=C(/C)C(OC(C)=O)CC(O)/C(C)=C\C(OC(=O)/C(C)=C\C)C12 (centres undefined),18,9,-80,18,16,25
Cc1nc2cc(Cl)ccc2n1-c1ccccc1,76*,17,60,67,44,77*
C[n+]1cccc(C(=O)O)c1-c1ccccc1,5,6,10,20,-40,6
N#CC1N(C(=O)c2ccc(F)cc2)c2ccccc2N1C(=O)c1ccc(F)cc1,6,4,-15,0,-14,-2
NC(=O)SCC(N)C(=O)O (centres undefined),5,-21,7,0,4,2
CC1=C(CCC(=O)O)c2cc3nc(cc4[nH]c(cc4C)cc4[nH]c(cc1n2)cc4C)C(C)(C)C3CCC(=O)O (centres undefined),43,60,49,51,59,62
COc1ccc(CCN2C(CC(=O)c3ccccc3)CCCC2CC(=O)c2ccccc2)cc1OC (centres undefined),1,-10,-3,-8,0,-1
CC/C=N\N1C(N)=C(C#N)C(C#N)(C#N)C1CC (centres undefined),-13,10,-28,6,5,-19
O=C1C=C(OCC=C(C(F)(F)F)C(F)(F)F)C(=O)c2ccccc21,67,65,80*,55,49,67

# Gathered by group, those above containing a CF3 group
SMILES,bub3,yeast mec2-1,yeast mlh1 rad18,yeast rad50,cln2 rad14,yeast sgs1 mgt1
O=C(CC(=O)C(F)(F)F)Nc1cccc2ccccc12,0,-3,1,7,-84,11
CCOC(=O)C(NC(=O)CC)(Nc1ccccc1F)C(F)(F)F (centres undefined),-26,-14,-44,-32,-6,-35
O=C1C=C(OCC=C(C(F)(F)F)C(F)(F)F)C(=O)c2ccccc21,67,65,80*,55,49,67

# Going on with the list.
SMILES,bub3,yeast mec2-1,yeast mlh1 rad18,yeast rad50,cln2 rad14,yeast sgs1 mgt1
CC(=O)c1ccc(O)c(CN(C2CCCCC2)C2CCCCC2)c1O,-18,-10,4,-3,12,-36
CCCCCCCCCCC[N+](C)(C)CCCCCC[N+](C)(C)CCCCCCCCCCC,88*,91*,90*,89*,90*,91*
CC1=C(/C=C/C(C)=C/C=C/C(C)=C/C=C/C=C(C)/C=C/C=C(C)/C=C/C2=C(C)C(=O)CCC2(C)C)C(C)(C)CCC1=O,-16,-5,-12,-35,-8,-18
COc1ccc(C2CCCCCC2OC(=O)c2ccc([N+](=O)[O-])cc2)c(OC)c1OC (centres undefined),3,12,2,16,43,-2
Nc1cc(Br)cc2c1[nH]c1ccc(Br)cc12,98*,99*,99*,99*,98*,98*
CC(C)C=Nc1ccc(Cl)c(Cl)c1,-13,-7,14,6,-14,13
Cc1ccc(S(=O)(=O)N(/N=C/c2ccccc2)C(=O)c2ccccc2)cc1,15,-3,3,41,14,20
CCN(CC)CCn1ncc(Sc2cc([N+](=O)[O-])ccc2N)c(Cl)c1=O,-8,18,9,17,-8,12
CN(C)CCCC1(c2ccccc2)SC(C)(C)c2ccc(Cl)cc21 (centres undefined),19,29,66,15,-10,44
CC(C)OCC(CCl)OC(=O)Nc1ccccc1 (centres undefined),35,11,32,49,-29,27
O=C1CC2(CCCC2)CC(=O)O1,-8,-35,1,-11,9,-21
O=C1CN(CCCCl)CC(=O)N2Cc3ccccc3CN12,-4,5,-20,-9,-10,-16
COC(=O)C1(C(=O)OC)C(C)(C)C1(C(=O)OC)C(=O)OC,-5,-2,-31,-4,-5,-10
COc1nc(NC2OC(CO)C(O)C(O)C2O)c(/C=N/O)c(=O)n1C (centres undefined),8,2,4,5,7,-6
CC(=O)COc1ccc(Cl)cc1,-6,-10,-5,-22,-42,-19
COC1OC(C(O)C(O)CO)C(O)C(O)C1O (centres undefined),-4,-6,12,14,-56,12
O=C(NC(=O)c1c(F)cccc1F)Nc1ccc(Cl)c(Cl)c1,-7,6,-2,-10,-2,-8
O=C(NC(=O)c1cccc(Cl)c1)Nc1ccccc1,-11,-15,-5,3,-22,-20
O=C(CCC(NC(=O)OCc1ccccc1)C(=O)O)OCc1ccccc1 (centres undefined),-4,12,-13,-2,-4,-3
CC(CO)(CO)N1C(=O)C2C3c4ccccc4C(c4ccccc43)C2C1=O (centres undefined),-4,1,-29,-2,-3,2
Nc1cccc2ncccc12,-2,-10,-20,1,-30,-14
CCOC(=O)c1ccc2c(c1)CCC(C)(C)O2,12,-5,-7,-6,-14,7
Cc1nc2sccn2c1C(=O)NC(=O)Nc1ccc(Cl)cc1,-10,-15,-16,0,5,-3
N[C@H](C(=O)O)[C@@H]1CC(Cl)=NO1,89*,90*,85*,84*,85*,85*
CCOC1=C2C(C)(CCC3[C@@]4(C)C=CC(=O)C(C)(C)C4CC(O)[C@@]23C)C(c2ccoc2)C1=O (some centres undefined),20,31,31,54,45,46
O=c1[nH]c(-c2ccc3ccccc3c2)nc2ccccc12,9,2,16,4,23,7
CCCCCCCCCCCCCCCc1cc(=O)n(-c2cccc([N+](=O)[O-])c2)n1C,-6,-1,12,41,11,8
O=C(Nc1ccc2c(ccc3ccccc32)c1)c1ccc([N+](=O)[O-])cc1,-11,-17,-12,-1,-48,9
NC(=S)N/N=C/c1ccccn1,33,70,30,15,21,30
O=C(O)C(O)c1ccccc1 (centres undefined),11,-8,11,20,-48,-6
O=C1OCC/C1=C\c1ccsc1,-8,10,-3,6,-6,-7
N#C/C=C(\N)C(C#N)C#N,-4,-26,5,-5,7,-3
CN1C(=O)N(C)C(=O)C(C)(NS(=O)(=O)c2ccc(NC(=O)CCC(=O)O)cc2)C1=O,1,12,24,18,16,12
COc1ccc2[nH]cc(C=O)c2c1,-2,-3,4,13,7,-2
O=C1OCC(O)C(O)C(O)C(O)C1O (centres undefined),38,27,40,36,21,26
Oc1[nH]c2ccccc2c1N=NC(=S)N1CCCC1,62,59,58,34,55,55
COc1ccc2c(c1)CC1=C2CCC2(C)C(=O)CC=C12 (centres undefined),4,-8,5,12,12,-8
CC(=O)Nc1ccc(/C=N/NS(=O)(=O)c2ccc(C)cc2)cc1,31,35,17,0,-2,17
Cc1ccc(C)c(NC(=O)C(=O)C2C(=O)N(c3ccccc3)N=C2N)c1 (centres undefined),-26,-29,-14,-39,2,-1
Cc1cc(N=O)c(NO)cc1C,93*,80*,89*,96*,66,80*
O=[N+]([O-])c1ccccc1Sc1ccc2c3c(cccc13)CN(CCCO)C2,7,7,51,66,7,48
